PLAP inhibitors HTS: PLAP enzyme inhibitors, biochemical, luminescence, HTS (AID 690); purified PLAP, luminescent substrate; higher % means a stronger effect; inhibition, % at 20 µM; hits with a dose series show IC50 in µM; 0.08% of 96,000 active; in the data active = a potency from the dose series; inactive = the rest, 99 in 100 with inhibition below about 30%; also: strong numbers were not always called active
Bcl-B displacement: displacers of TR3 peptide from Bcl-B, primary screen, selectivity assay for Bfl-1 inhibitor project, biochemical, fluorescence polarization | FP displacement of FITC-TR3 peptide from Bcl-B; higher % means a stronger effect | displacement, % at 20 µM; hits with a dose series show IC50 in µM | 0.11% of 96,000 active | AID 748;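 active = displacement above 50% at 20 µM plus a fluorescence interference ratio under 1.5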;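 also: plate controls were wells without compound for no effect and wells lacking Bcl-B protein for full effect; a part of the inactive calls stands beside numbers as strong as those of hits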
MRP resist rev: reverses drug resistance mediated by MRP; H69AR cells + 2 uM doxorubicin, CellTiter-Glo, 72 h; differential viability (reversal), % at 10 µM; 0.04% of 85,000 active;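 active = viability drop by adding the cancer drug above about 55%, with treated viability meeting a 40% cutoff, limit read from the data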;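 also: viability without doxorubicin minus viability with 2 µM doxorubicin for each compound; larger differential means the compound sensitizes cells more to doxorubicin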
IL1B NFkB inh: blocks IL-1B driven NFkB nuclear translocation in HUVEC cells. AID 796. 0.43% of 94,000 active. inhibition, % at 2 µM. HUVEC IL-1B NFkB p65 nuclear translocation imaging;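 active = inhibition above about 30% together with a positive call from visual inspection of the well image, limit read from the data; inconclusive = inhibition above a set limit but visual check negative; inactive = inhibition not above a set limit, visual check negative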;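 also: nuclear over cytoplasmic p65 intensity ratio measured by imaging; 0% = IL-1B stimulated DMSO wells and 100% = unstimulated DMSO wells; values of inactives mirror those of a sister screen read the other way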
NFkB transloc pot: enhances IL-1B driven NFkB nuclear translocation; HUVEC IL-1B NFkB p65 nuclear translocation imaging; 0.3% of 94,000 active; AID 819; activation, % at 2 µM;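 active = activation above 40%, about the mean plus 3 SD, also judged a hit on visual image review; inconclusive = activation above 40% but not a hit on visual review; inactive = activation not above 40% and no visual hit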;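 also: percent activation is computed from the nuclear over cytoplasmic p65 intensity ratio; values of inactives mirror those of a sister screen read the other way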
MRP resist rev cytotoxicity: recorded beside MRP resist rev, whose call it bears; viability, %; H69AR cells, CellTiter-Glo, 72 h; measured here: cytotoxicity without doxorubicin
MRP resist rev with doxorubicin: further read-out of MRP resist rev, marked with its call; viability, %; measured here: viability with 2 uM doxorubicin; stronger effect = lower value
IL1B NFkB inh cell count 2 µM: also measured in IL1B NFkB inh; calls as there; cell count; measured here: cells passing quality filter;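 raw number of nuclei counted in each imaged well without normalization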
NFkB transloc pot cell count 2 µM: further read-out of NFkB transloc pot, marked with its call; cell count; measured here: cells passing quality filter
The depositor's hits bear a star; ? = inconclusive; . = not tested or not shown. Not all compounds are listed (hit frequency here may not be typical).

Order of results – PLAP inhibitors HTS	Bcl-B displacement	MRP resist rev	MRP resist rev cytotoxicity	MRP resist rev with doxorubicin	IL1B NFkB inh	IL1B NFkB inh cell count 2 µM	NFkB transloc pot	NFkB transloc pot cell count 2 µM
#1 O=C(Nc1nnc(-c2ccccc2Cl)o1)c1cccnc1
→ -10%	7%	0	72	72	0	161	0	161
#2 CCCCNC(=O)CSc1nc2ccccc2c(=O)n1CC1COc2ccccc2O1 (stereo not given)
→ 11%	8%	-11	27	38	-9	178	9	178
#3 O=C(c1ccco1)N1CCN(C(=O)C2(S(=O)(=O)c3ccc(Cl)cc3)CC2)CC1
→ -14%	0%	-3	85	87	-11	122	11	122
#4 COc1ccc(OC)c(NC(=O)c2cc3ccccc3o2)c1
→ 14%	-5%	-8	74	82	-1	92	1	92
#5 CCOc1ccc2nc(NC3=NCN(CC4CCCO4)CN3)nc(C)c2c1 (stereo not given)
→ .	.	-6	96	102	-7	168	7	168
#6 c1ccc(Cn2nnc3c(N4CCCC4)ncnc32)cc1
→ -1%	1%	17	93	77	2	98	-2	98
#7 CCCC(=O)Nc1nc2nc(-c3ccccc3)cc(=O)n2[nH]1
→ -6%	-2%	-9	88	97	-7	175	7	175
#8 O=S(=O)(NC1CCCCC1)c1ccc(Cl)s1
→ -22%	6%	14	96	82	-6	188	6	188
#9 CN(Cc1ccccc1)C(=O)CC(c1ccccc1)c1cc(Cl)ccc1O (stereo not given)
→ 0%	0%	.	.	.	0	158	0	158
#10 Cn1cccc1Cc1nnc(SCC(N)=O)n1CCc1ccccc1
→ 3%	-2%	15	84	70	.	.	.	.
#11 O=C(COc1ccc(F)cc1Br)N1CCc2ccccc21
→ 26%	-9%	.	.	.	-6	186	6	186
#12 CC(=O)c1ccc(-n2c(C)ccc2-c2ccccc2)cc1
→ -52%	-19%	.	.	.	-4	186	4	186
#13 C/C(=C\c1ccccc1)CN1CCC(C(=O)N2CCC(C)CC2)CC1
→ .	.	18	93	75	-46	125	46*	125*
#14 Cc1cc(N2CCN(c3nnnn3-c3ccccc3)CC2)n2ncnc2n1
→ 22%	-2%	4	91	86	.	.	.	.
#15 COc1ccc(S(=O)(=O)N2CCC(C(=O)Nc3ccc4c(c3)OCCO4)CC2)cc1OC
→ 10%	10%	1	88	86	-4	178	4	178
#16 CC1(C)CC(=O)c2cnc(NCc3ccco3)nc2C1
→ -2%	4%	0	95	95	.	.	.	.
#17 Cn1c(=O)[nH]c(=O)c2c1nc(Br)n2CCOc1ccccc1
→ -8%	7%	2	81	79	-3	196	3	196
#18 Cc1cc(C)c2cccc(NC(=S)NC(=O)c3ccccc3)c2n1
→ 0%	-11%	.	.	.	-10	117	10	117
#19 CCC(c1nc2ccccc2c(=O)n1-c1cccnc1)N1C(=O)c2ccccc2C1=O (stereo not given)
→ -32%	-8%	19	93	73	3	162	-3	162
#20 O=C(COC(=O)C12CC3CC(CC(C3)C1)C2)Nc1ccc(OC(F)F)cc1
→ 47%	5%	.	.	.	-2	150	2	150
#21 O=C(COc1ccccc1)NCCSCc1ccco1
→ -23%	10%	-6	95	101	8	134	-8	134
#22 Cc1nc2c3ccccc3[nH]c(=O)n2n1
→ .	.	2	111	109	-7	167	7	167
#23 CN(C(=O)CSc1nc(-c2ccccc2)cs1)C1CCS(=O)(=O)C1 (stereo not given)
→ -67%	6%	8	98	90	-1	153	1	153
#24 c1ccc(Cc2nnc3sc(-c4ccc5c(c4)OCO5)nn23)cc1
→ .	.	-5	89	95	-15	111	15	111
#25 CCOC(=O)CCCSc1nc2sc(C)c(C)c2c(=O)[nH]1
→ -18%	-1%	16	98	81	.	.	.	.
#26 CC(Sc1cccc(C(F)(F)F)c1)C(=O)NC(N)=O (stereo not given)
→ -38%	2%	5	97	92	.	.	.	.
#27 O=C(NCCc1ccccn1)c1cc(C(=O)C2CCCCC2)c[nH]1
→ 4%	-2%	.	.	.	3	90	-3	90
#28 CC(NS(=O)(=O)c1ccccc1)C(=O)NCc1ccco1 (stereo not given)
→ -42%	-7%	-35	67	102	-4	60	4	60
#29 COc1cc2c(cc1NC(=O)c1ccc3c(c1)OCO3)oc1ccccc12
→ 13%	-11%	-19	54	73	2	107	-2	107
#30 O=C(CSc1nnc(C2CCCCC2)n1-c1ccccc1)NCc1ccco1
→ -51%	7%	-15	88	102	13	90	-13	90
#31 CCN(Cc1ccncc1)S(=O)(=O)c1ccc(C(C)=O)cc1
→ -11%	-12%	-13	56	70	.	.	.	.
#32 COCCCn1c(SCc2cccc(C(F)(F)F)c2)nc2cc(OC)c(OC)cc2c1=N
→ -34%	0%	.	.	.	3	118	-3	118
#33 CNc1nc(C)c(C#N)c(-c2ccccc2)c1C(C)=O
→ 31%	3%	2	79	77	-8	133	7	133
#34 N=C1/C(=C\c2ccc(SCc3ccco3)o2)C(=O)N=C2SC=NN12
→ 3%	3%	.	.	.	-4	113	4	113
#35 CC1(C)NC(=O)N(CCOc2cccc(Oc3ccccc3)c2)C1=O
→ -63%	-8%	18	90	72	.	.	.	.
#36 O=c1[nH]c(C2CCCN(S(=O)(=O)c3ccccc3)C2)nc2c1nnn2Cc1ccccc1 (stereo not given)
→ -45%	6%	32	92	60	-28	136	28	136
#37 CN(Cc1ccccc1)S(=O)(=O)c1ccc(NS(C)(=O)=O)cc1
→ -1%	-10%	-11	81	92	1	139	-1	139
#38 CCOC(=O)COc1ccc(S(=O)(=O)N2CCN(c3ccc(F)cc3)CC2)cc1
→ 11%	3%	10	101	91	-9	94	9	94
#39 CC(=O)Nc1ccc(S(=O)(=O)NC(C(=O)O)C2=CCC=CC2)cc1 (stereo not given)
→ -27%	1%	11	109	98	-2	172	2	172
#40 Cc1nc2ccccc2c(=O)n1/N=C/c1c(O)ccc2oc3c(c12)CCCC3
→ -78%	-10%	-14	65	79	.	.	.	.
#41 CCN(CCNC(=O)C1CCN(Cc2nc(-c3ccc(Cl)cc3)oc2C)CC1)c1ccccc1
→ -94%	-7%	-7	7	14	-16	185	16	185
#42 CCCCS(=O)(=O)/C=C\C1C2C=CC(C2)C1S(=O)(=O)CCCC (stereo not given)
→ -5%	-10%	0	83	84	-4	182	3	182
#43 COC(=O)c1cc(NC(=O)CN(c2ccccc2OC)S(=O)(=O)c2ccccc2)ccc1Cl
→ -7%	-5%	.	.	.	3	86	-3	86
#44 C=CCNC(=S)NNC(=O)c1ccc(OCCCC)cc1
→ .	.	0	88	89	12	86	-12	86
#45 CCn1c(CNC(=O)c2ccc3c(c2)OCO3)nnc1SCC(=O)Nc1cc(C)ccc1OC
→ -51%	-5%	13	88	75	-6	156	6	156
#46 CN1C(=O)NC(NC(=O)c2ccncc2)(C(F)(F)F)C1=O (stereo not given)
→ 17%	3%	-14	95	108	-1	155	1	155
#47 CCCN1C(=O)SC(CC(=O)Nc2ccc(Br)cc2)C1=O (stereo not given)
→ 1%	-10%	10	103	93	-19	120	19	120
#48 CCOC(=O)c1cc(-c2ccc(Cl)s2)nc2c1c(C)nn2C
→ -37%	-4%	-28	60	89	-3	96	3	96
#49 CCn1c(Cc2ccccc2)nnc1SCC(=O)Nc1ccc(C)cc1
→ .	.	-2	102	104	-16	128	16	128
#50 Cc1sc(NC(=O)CSc2nnnn2C2CCCCC2)c(C#N)c1C
→ -6%	-13%	.	.	.	-21	169	5	144
#51 CC1CCCCC1n1c(=S)[nH]c2ccccc2c1=O (stereo not given)
→ -2%	0%	-35	18	53	0	134	0	134
#52 NC(=S)N/N=C/c1cc([N+](=O)[O-])ccc1OCCOc1ccccc1
→ 13%	14%	-4	57	62	10	191	-10	191
#53 Cc1cc(S(=O)(=O)n2cnc3ccccc32)c(C)cc1Cl
→ .	.	-3	87	90	-23	129	23	129
#54 Cc1nn(C)cc1CNC(=O)c1ccc(Br)o1
→ -1%	2%	-2	96	98	-12	175	12	175
#55 CCCc1nc(NCc2ccncc2)c2nnn(Cc3ccccc3F)c2n1
→ .	.	-22	42	65	-1	123	1	123
#56 CC(C)CCn1cnc2c(NCc3ccccc3)ncnc21
→ 21%	8%	10	96	86	-13	63	13	63
#57 O=C(CN1CCC(n2nnc3cc(F)ccc32)CC1)NC1CC1
→ 3%	2%	-3	90	92	.	.	.	.
#58 Cc1ccc(C)c(-n2nnnc2SCC(=O)NCCC2=CCCCC2)c1
→ -45%	-10%	5	82	77	-11	128	11	128
#59 C/C(N)=C(/C#N)C(=O)CSc1nnc(-c2ccccc2Br)o1
→ 18%	-4%	.	.	.	10	167	-10	167
#60 Cn1cccc1CC(=O)N/N=C\c1cccs1
→ 1%	0%	.	.	.	-4	165	4	165

Additional compounds:
Order of results – PLAP inhibitors HTS	Bcl-B displacement	MRP resist rev	MRP resist rev cytotoxicity	MRP resist rev with doxorubicin	IL1B NFkB inh	IL1B NFkB inh cell count 2 µM	NFkB transloc pot	NFkB transloc pot cell count 2 µM
#61 COCCN(Cc1cc2cc3c(cc2nc1Cl)OCO3)C(=O)Nc1ccccc1OC
→ 0%	-6%	.	.	.	6	101	-6	101
#62 CC(C)Cn1c(SCC(=O)c2ccc(Cl)s2)nnc1-c1ccco1
→ -39%	0%	-14	66	80	-80	191	?	.
#63 CCOC(=O)c1ccc(NC(=O)Cn2nnc(-c3ccc(F)cc3)n2)cc1
→ 12%	1%	5	100	95	.	.	.	.
#64 CCCSc1nc(O)c(C2OC(=O)c3c2ccc(OC)c3OC)c(=O)n1-c1ccccc1 (stereo not given)
→ -20%	-11%	10	100	89	0	132	0	132
#65 COc1cc(C(=O)N2CCC(C(=O)Nc3cccc(C(C)=O)c3)CC2)cc(OC)c1OC
→ -25%	17%	1	80	79	.	.	.	.
#66 Cc1noc(C)c1S(=O)(=O)N1CCCC(C(=O)NCC2CCCO2)C1 (stereo not given)
→ -2%	-12%	7	88	81	0	194	0	194
#67 Cc1c(C(=O)N2CCc3ccccc32)oc2c1C(=O)CC(C)(C)C2
→ 9%	-5%	-8	69	77	-13	151	13	151
#68 CCCCNc1nnc(SCC(=O)N2CCN(S(=O)(=O)c3ccc4ccccc4c3)CC2)s1
→ -64%	2%	.	.	.	3	201	-3	201
#69 Cc1sc2nc(SCC(=O)NCc3ccco3)n(Cc3ccccc3)c(=O)c2c1C
→ 0%	6%	-3	3	6	3	148	-3	148
#70 COc1ccc(N2CC(C(=O)Nc3ccccc3C(=O)NCc3ccco3)CC2=O)cc1 (stereo not given)
→ -39%	-5%	-2	82	84	12	112	-12	112
#71 CC(C)(C)OC(=O)c1c(N)n(CCCN2CCCC2=O)c2nc3ccccc3nc12
→ -56%	-2%	-2	66	68	-20	181	20	181
#72 Cc1cc(=O)[nH]c(SCc2cccc(Br)c2)n1
→ -20%	2%	5	100	94	8	92	-8	92
#73 COc1ccccc1OCCC(=O)OCC(=O)Nc1ncc(Cl)cc1Cl
→ -49%	41%	3	71	69	-6	124	6	124
#74 Cc1ccccc1C(=O)NC(=S)NCC1CCCO1 (stereo not given)
→ 1%	-4%	.	.	.	-2	119	2	119
#75 CN(C(=O)c1ccccc1)c1ccc(OCC(=O)NC2CCS(=O)(=O)C2)cc1 (stereo not given)
→ 3%	3%	16	101	86	8	208	-8	208
#76 Cc1csc(OCC(=O)Nc2ccc(C)c(C)c2)n1
→ -16%	-10%	0	107	107	.	.	.	.
#77 Cc1nc(C)n(CC(O)COc2ccc(C(=O)c3ccccc3)cc2)n1 (stereo not given)
→ 2%	0%	.	.	.	-16	174	16	174
#78 CCN(CC)CC(=O)N1N=C(c2cccs2)CC1c1ccco1 (stereo not given)
→ -10%	-10%	.	.	.	5	131	-5	131
#79 COC(=O)c1ccc(N2CCN(S(=O)(=O)c3ccc4ccccc4c3)CC2)c([N+](=O)[O-])c1
→ -37%	-4%	.	.	.	.	.	.	.
#80 Cc1cc(N2CCC(C)CC2)n2nc(C)c(-c3ccccc3)c2n1
→ 3%	8%	-33	47	80	-39	143	39	143
#81 Cc1cc(C)c2oc(-c3cccc(NC(=O)c4ccc(F)cc4)c3)nc2c1
→ 5%	2%	-2	17	19	-9	80	9	80

Bioassay records as filed in PubChem.
